UPR XBP1 act – adaptive UPR (XBP1) activation | CHO-XBP1 luciferase reporter, IRE1-XBP1 UPR activation, luminescence; percent of tunicamycin response, DMSO as zero | activation, % at 20 µM | actives 0.33% (n = 330,000) | AID 463104;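 active = versus positive control, 20 µM dose yields 30% or more activation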;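 note: 100% = tunicamycin at 10 µg/mL and 0% = DMSO only wells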
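incubation = overnight seeding at 37 °C, 6 h compound treatment at 37 °C | assay system = CHO-XBP1 cells stably carrying IRE1-XBP1-driven luciferase reporter | input = 1000 cells per well | detection = luciferase luminescence | dosing = single point, 20 µM final compound, 1% DMSO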
Jurkat NFkB inh – lowers PMA/ionomycin-induced NF-kB signal in Jurkat cells; PMA/ionomycin-induced NF-kB luciferase reporter, luminescence; inhibition, % at 4 µM; actives 0.53% (n = 330,000); AID 435003; in the data active = inhibition above about 50%
EBI2 antag – blocks human EBI2 receptor beta-arrestin signaling; P32249; EBI2 beta-arrestin recruitment, luminescence, 7a,25-OHC stimulated; inhibition, % at 5 µM; actives 0.81% (n = 360,000); in the data active = inhibition above about 38%;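 note: enzyme fragment complementation signal reports receptor beta-arrestin coupling in cells; 0% = agonist plus DMSO wells and 100% = wells without agonist; some results beyond the cut were filed as inactive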
UPR CHOP act – apoptotic UPR (CHOP) activation; CHO-CHOP luciferase reporter, luminescence; percent of tunicamycin response over DMSO baseline; activation, % at 10 µM; actives 0.34% (n = 330,000);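 active = at 10 µM dose, activation of 40% or more, normalized to positive control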;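 note: 100% = tunicamycin at 10 µg/mL and 0% = DMSO alone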
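System: CHO CHOP reporter cells. Amount: 500 cells per well. Buffer or medium: F12 medium, 10% FBS. Compound dosing: one dose, 10 µM in 0.5% DMSO. Incubation: 6 h compound exposure at 37 °C after overnight seeding. Technique: Steady-Glo luciferase luminescence. Benchmarks: tunicamycin and DMSO controls.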
CXCR6 inh – inhibitors of human CXCR6 receptor; actives 0.36% (n = 360,000); O00574; CHO-K1 PathHunter CXCR6 beta-arrestin, luminescence; inhibition, % at 20 µM; in the data active = inhibition above about 34%, passing the limit was not always enough;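 note: antagonist mode with CXCL16 agonist at 10 nM final; 0% = 10 nM CXCL16 with DMSO and 100% = unstimulated wells without agonist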
697 NFkB inh – lowers PMA/ionomycin-induced NF-kB signal in 697 B cells; 697 B-cell NF-kB luciferase reporter, 16 h; inhibition, % at 4 µM; actives 0.33% (n = 330,000); AID 435022; in the data active = inhibition above about 35%
CCR6 antag – blocks CCL20-driven beta-arrestin recruitment at human CCR6. P51684. CHO-K1 CCR6 PathHunter beta-arrestin, luminescence, CCL20-stimulated. inhibition, % at 20 µM. actives 0.49% (n = 340,000). AID 493098;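 active = compounds whose inhibition of the agonist-driven luminescence signal at 20 µM reaches about 50%, limit read from the data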;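 note: cells stimulated with CCL20 at 14 nM final; plate controls were DMSO with CCL20 for no effect and DMSO without agonist for full effect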
Gli-Sufu antag – antagonists of Gli-Sufu signaling. Sufu-KO-LIGHT fibroblasts, Gli luciferase reporter luminescence. inhibition, % at 5 µM. actives 0.74% (n = 340,000). AID 588413;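 active = inhibition above about 55%, limit read from the data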;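 note: 0% = DMSO-treated cells and 100% = wells with medium but no cells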
Mdm2 MdmX PPI – human Mdm2/MdmX binding inhibition. actives 3% (n = 330,000). SaOS-2 split-luciferase Mdm2/MdmX complementation, luminescence. AID 485346. inhibition, % at 8 µM. O15151+Q00987;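 active = inhibition of at least 50% at 8 µM in the primary screen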
Target sequence (O15151 whole entry, looked up): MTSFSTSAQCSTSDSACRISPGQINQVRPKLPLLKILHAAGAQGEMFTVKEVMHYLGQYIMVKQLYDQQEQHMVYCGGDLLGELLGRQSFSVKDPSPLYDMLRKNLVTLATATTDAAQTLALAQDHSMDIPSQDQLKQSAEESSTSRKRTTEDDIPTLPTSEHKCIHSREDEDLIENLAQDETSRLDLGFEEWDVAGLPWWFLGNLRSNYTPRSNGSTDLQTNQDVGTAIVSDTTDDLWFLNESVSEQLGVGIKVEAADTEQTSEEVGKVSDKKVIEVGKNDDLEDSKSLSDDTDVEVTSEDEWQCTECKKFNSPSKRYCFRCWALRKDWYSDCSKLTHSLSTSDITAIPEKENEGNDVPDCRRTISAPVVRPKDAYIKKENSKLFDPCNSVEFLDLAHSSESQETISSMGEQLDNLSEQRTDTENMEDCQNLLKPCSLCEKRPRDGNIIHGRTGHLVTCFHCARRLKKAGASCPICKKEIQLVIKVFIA
Target sequence (Q00987 whole entry, looked up): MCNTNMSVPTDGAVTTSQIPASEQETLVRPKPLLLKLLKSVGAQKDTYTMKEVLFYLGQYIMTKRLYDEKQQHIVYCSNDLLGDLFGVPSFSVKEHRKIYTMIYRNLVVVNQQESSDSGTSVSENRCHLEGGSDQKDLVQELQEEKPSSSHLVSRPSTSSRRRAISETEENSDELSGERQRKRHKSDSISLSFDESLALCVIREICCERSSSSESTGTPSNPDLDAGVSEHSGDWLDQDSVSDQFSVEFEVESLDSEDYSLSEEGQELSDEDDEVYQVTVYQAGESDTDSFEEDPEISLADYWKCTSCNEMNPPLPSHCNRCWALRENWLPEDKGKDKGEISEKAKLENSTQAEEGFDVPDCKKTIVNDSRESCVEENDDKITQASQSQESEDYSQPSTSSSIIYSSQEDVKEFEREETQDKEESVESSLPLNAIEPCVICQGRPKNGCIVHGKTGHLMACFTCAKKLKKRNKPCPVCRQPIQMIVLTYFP
* marks the source's active call; other numbers are inactive results; nt = not tested or not shown. Outcome played no part in choosing rows; about 5% have a hit in one of these screens.

Every second line gives: UPR XBP1 act, Jurkat NFkB inh, EBI2 antag, UPR CHOP act, CXCR6 inh, 697 NFkB inh, CCR6 antag, Gli-Sufu antag, Mdm2 MdmX PPI
Cn1nc(-c2ccccc2)c(C(=O)NC(C(=O)O)c2ccccc2)c1Cl (configuration not stated)
    -1.8, 7.8, -4.3, 0.1, -5.3, 15.9, 4.5, 7.7, 17.6
COc1ccc(OC)c(/C=N/n2c(-c3n[nH]c4c3CCC4)n[nH]c2=S)c1
    3.1, 11.7, 17.2, 1.9, 3.6, 8.0, 6.6, 3.8, -21.5
NC(=O)c1ccc(NCC2CCCO2)c([N+](=O)[O-])c1 (configuration not stated)
    5.8, 1.6, -5.0, -0.8, -2.0, 3.0, 14.9, -5.1, -2.1
CC(C)NC(NC(=O)/C=C/c1ccccc1)C(Cl)(Cl)Cl (configuration not stated)
    -3.0, 9.5, -10.8, -1.2, -1.3, 1.3, 16.7, 4.6, 15.5
CCOC(=O)c1cc(-c2ccc(C)cc2)n(CCC(=O)N2CCN(c3ccccn3)CC2)c1C
    -1.9, 2.7, 2.4, 1.2, 3.3, -31.8, 14.1, 38.6, 11.2
COc1ccc(NS(=O)(=O)c2cc(NC(=O)COc3ccc(OC)cc3)ccc2N2CCOCC2)cc1
    -3.2, 11.8, 11.1, 1.5, -3.8, 5.0, 1.6, -1.6, 20.3
CCOC(=O)c1csc(NC(=O)CSc2nnnn2-c2ccc(OCC)cc2)n1
    nt, nt, 4.1, nt, -8.2, nt, 5.4, 8.4, nt
COC(=O)C1=CN(Cc2cccs2)C=C(C(=O)OC)C1c1cccc(Cl)c1
    -1.1, -4.2, 13.4, -1.1, 17.3, 4.1, 26.7, 34.2, -7.7
O=C(CN1CCN(c2ccc(F)cc2)CC1)N1N=CCC1c1ccccc1 (configuration not stated)
    0.1, -4.0, -5.1, -0.1, 1.0, 9.1, 0.7, -5.2, 2.0
O=C(Nc1ccc(Cl)cc1C(F)(F)F)c1ccccc1
    -0.6, -14.1, -2.8, 1.9, 4.6, -17.6, -0.8, -11.5, -8.1
CC[C@H](CO)NCCN[C@H](CC)CO
    -2.4, -28.5, -3.1, -2.4, -2.0, -3.4, 6.8, 35.2, -4.1
Cc1nc(SCC(=O)c2ccc(Cl)s2)c2oc3ccccc3c2n1
    4.2, -45.7, 10.2, 6.7, 3.6, -23.8, -7.7, 0.8, 9.6
Nc1nnc(SCCCC(=O)c2ccc(Br)cc2)s1
    4.1, -27.8, -8.1, 4.7, -1.5, -0.3, 6.7, -20.3, -26.2
COC(=O)C1=C(C)NC(=O)CC1c1ccc(F)c(Br)c1 (configuration not stated)
    -1.2, 3.4, -0.4, -0.8, -9.2, 6.9, -12.9, 6.7, -11.4
Cc1cc(C(=O)O)ccc1-n1c(C)cc(C=C2C(=O)c3ccccc3C2=O)c1C
    0.2, 9.0, -3.1, 1.8, -2.9, 8.1, 14.7, 6.9, 31.6
COc1ccc(-c2cc(C(=O)Nc3cc(Cl)ccc3O)no2)cc1
    0.6, -71.8, -12.7, 7.4, -0.5, -185.9, 0.0, -36.1, 5.7
COc1ccc2c(c1OC)C(=O)N(c1cccc(NC(C)=O)c1)C2
    2.5, -13.5, 4.4, 6.4, 2.5, -6.8, 8.6, -28.3, -31.4
CCc1c(C)nc(SCC(=O)Nc2c(C)n(C)n(-c3ccccc3)c2=O)[nH]c1=O
    -3.0, -2.6, -13.8, -1.2, 4.5, 18.7, 1.6, -2.3, 10.4
O=C(O)/C=C/C(=O)NNC(=O)c1cccc(Br)c1
    -4.3, 3.2, -1.2, -0.3, -0.6, 6.4, -3.1, -10.0, 35.0
O=S(=O)(Nn1c(O)c(C=C2N=c3ccccc3=N2)sc1=S)c1ccccc1
    -4.0, -1.4, 1.1, 0.4, 3.4, -14.8, 24.2, 4.3, 8.8
CCOc1ccc(C(=O)c2nc3c(n2O)CCCC3)cc1
    1.4, -22.3, -4.7, 4.1, -2.0, -16.9, 2.7, -6.6, 8.7
COc1ccc(NC(=O)c2cc(-c3ccccc3)on2)cc1
    -1.0, -38.3, 1.2, 4.9, 4.5, 12.6, 13.0, -46.2, -25.7
CCOC(=O)N1CCC(NC(=O)c2cc(S(=O)(=O)N3CCOCC3)ccc2F)CC1
    -0.9, -3.5, -1.5, 1.9, 2.1, 2.6, -3.4, -2.6, -3.2
C[C@@H]1CN[C@@H](CCO)/C1=C\c1ccccc1
    nt, nt, -10.5, nt, -10.7, nt, -15.4, -0.5, nt
O=C(c1ccccc1F)N(Cc1cccnc1)Cc1cc2cc3c(cc2[nH]c1=O)OCCO3
    -2.3, 0.1, -2.5, -0.1, -16.5, 9.2, 8.4, 27.1, 27.2
Cc1ccnc(NC(=O)CNC(=O)c2ccc(C)s2)c1
    3.3, -33.4, -15.6, 2.9, -4.4, -61.3, 0.5, -35.8, 34.1
CCOC(=O)c1c(NC(=O)N/N=C/c2ccc(O)c(OC)c2)sc(C(C)=O)c1C
    10.9, 58.0*, nt, 3.7, nt, -197.6, nt, nt, 68.2*
CCCn1c(=O)c2c(nc3n2CCN3Cc2ccco2)n(C)c1=O
    -0.7, -5.6, 12.1, 0.8, -3.8, 2.6, 3.8, -8.7, -4.1
COc1ccc2cc3cc(C(=O)NCCCN4CCOCC4)oc3nc2c1
    1.6, -17.1, -9.2, 0.8, -0.1, -2.6, 6.2, -8.7, -5.5
CCC(COC)NCc1cn(-c2ccc(OC)cc2)nc1-c1cccc(F)c1 (configuration not stated)
    0.1, -7.2, 1.3, -0.1, 8.7, 9.3, 2.0, 4.2, 32.6
O=C(NC(=S)NCc1ccccc1)c1ccc(Br)o1
    -0.3, 1.9, -7.3, 2.9, 2.1, 6.2, nt, nt, 1.8
COc1ccc(Nc2nc(NN)nc(C)c2[N+](=O)[O-])cc1
    -6.9, 6.3, 4.2, -1.7, -5.3, 19.8, 21.1, -0.4, 14.6
O=C(/C=C/c1cccs1)N1CCC2(CC1)Oc1ccc(Cl)cc1C(=O)C21CC(c2ccc(Cl)cc2)=NO1 (configuration not stated)
    0.3, 24.9, 3.0, 0.6, 8.3, 23.5, 15.3, 6.5, 20.7
Cc1nn(Cc2ccc(C(=O)Nc3ccc(C(=O)OC(C)C)cc3)o2)c(C)c1Cl
    -1.3, -20.9, 22.6, -0.2, -4.1, -33.8, -7.1, 4.2, 24.2
Cn1c(CCN2CCOCC2)nc2cc(NC(=O)COc3ccccc3)ccc21
    -1.0, -8.5, -2.0, -0.8, 1.4, 1.0, -0.9, 7.9, 26.4
COc1ccc(N2CCN(C(C)C(=O)N3CCc4ccccc43)CC2)cc1 (configuration not stated)
    5.3, -34.7, 4.6, 1.1, 3.5, -17.8, 3.4, -13.1, -18.1
Cc1ccc(C(=O)NC(=S)Nc2ccc(S(=O)(=O)N3CCN(C)CC3)cc2)cc1
    -4.7, 2.9, 18.6, -1.1, 12.7, -15.7, 24.3, 28.9, 23.6
Cc1cc([N+](=O)[O-])nn1CC(=O)NCc1ccco1
    -0.1, 7.6, -2.5, 0.7, 1.0, 3.6, 7.7, 5.0, -31.7
CCC(C)NC(=O)c1cc(OC)c(OC)c(OC)c1 (configuration not stated)
    -1.8, 3.8, -2.7, -0.1, 5.0, 12.2, 3.1, 6.2, 3.4
COc1ccc(-n2c(Cc3cccn3C)nnc2SCC(=O)Nc2ccc(Cl)cc2)cc1
    0.4, 3.2, 33.9, -0.4, -4.2, -6.4, 11.2, -11.0, 7.0
CCN(CC(=O)Nc1c(F)cccc1F)C(=O)c1ccc(C(F)(F)F)cc1
    0.0, -16.3, -1.8, -0.2, -5.7, 4.4, 4.6, -2.7, -23.4
CC1(C)C2CC=C(/C=N/NC(=S)Nc3cccnc3)C1C2 (configuration not stated)
    -1.0, 10.5, -8.4, 1.7, -1.0, 0.5, 14.3, -2.9, 5.2
O=c1c(Cl)c(NS(=O)(=O)c2ccccc2)cnn1-c1ccccc1
    -1.5, 6.4, -6.4, 0.6, -3.7, 25.0, 2.4, 2.9, -13.2
COC(=O)c1ccc(NC(=O)N2CCC(O)(c3cccnc3)CC2)cc1
    -2.0, 5.7, -1.6, -2.5, -0.7, -8.1, 8.4, 33.1, 6.4
Nc1nc(SCC(=O)c2cccs2)n[nH]1
    2.4, 14.0, -0.8, -1.2, 0.3, 11.4, 4.4, -0.9, 10.3
CCOc1ccc(C(C)(O)CN2CCOCC2)cc1 (configuration not stated)
    1.3, -7.4, -1.4, 0.2, -7.3, -39.6, -5.5, 4.1, -2.2
CC(OC(=O)CCCN=C1NS(=O)(=O)c2ccccc21)C(=O)NC1CCCCC1C (configuration not stated)
    -4.8, 2.1, -5.1, -1.1, -3.6, -10.7, 10.4, 0.4, 24.3
O=C(CCCOc1ccccc1)N1CCCc2ccccc21
    -0.7, -56.2, 12.7, 3.6, -2.8, -72.9, 8.2, -39.1, -55.6
O=C(c1cc(-c2ccc(Cl)cc2Cl)on1)N1CCOCC1
    -5.8, -122.8, 10.2, -4.8, 0.6, -293.4, -6.7, -125.6, -25.0
COc1ccc(N2C(=O)C3CC=C(Cl)CC3C2=O)cc1 (configuration not stated)
    0.3, -2.4, 2.8, 0.4, 0.3, -10.5, 3.9, 0.9, 5.9
Cc1ccc(S(=O)(=O)N(CC(=O)NCC2CCCO2)C2CCCCC2)cc1 (configuration not stated)
    -3.5, -6.5, -22.4, -0.6, -7.2, 3.8, 10.7, -6.1, 3.8
COc1cc(/C=N/NC(=O)CC23CC4CC(CC(C4)C2)C3)cc(Br)c1OCC(=O)N(C)C
    1.3, 11.3, 6.3, 1.0, 8.4, -19.7, 12.3, 10.8, 16.3

Compound profiles, from the list above.
Listed for COc1ccc(N2C(=O)C3CC=C(Cl)CC3C2=O)cc1 (configuration not stated) : UPR XBP1 act: 0.3; Jurkat NFkB inh: -2.4; EBI2 antag: 2.8; UPR CHOP act: 0.4; CXCR6 inh: 0.3; 697 NFkB inh: -10.5; CCR6 antag: 3.9; Gli-Sufu antag: 0.9; Mdm2 MdmX PPI: 5.9
Listed for Cc1ccc(S(=O)(=O)N(CC(=O)NCC2CCCO2)C2CCCCC2)cc1 (configuration not stated) : UPR XBP1 act: -3.5; Jurkat NFkB inh: -6.5; EBI2 antag: -22.4; UPR CHOP act: -0.6; CXCR6 inh: -7.2; 697 NFkB inh: 3.8; CCR6 antag: 10.7; Gli-Sufu antag: -6.1; Mdm2 MdmX PPI: 3.8
